# MMP-13 inhibitor: human MMP13 inhibitors, primary screen, biochemical, FRET peptide cleavage; AID 570, 2006; inhibition, % at 4 µM; Collagenase 3 (Homo sapiens), P45452; actives 0.07% (n = 65,000); MMP-13 fTHP FRET cleavage, Mca fluorescence;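 active = inhibition above the mean of compound-free control plate wells plus 3 SD, cut at about 14% in these data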;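 also: 0% = DMSO wells and 100% = wells with reference MMP-13 inhibitor after basal subtraction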
# S1P1 ag pot: S1P1 agonists and agonism potentiators, primary screen, cell-based, primary and confirmation screens, CRE-bla reporter. Sphingosine 1-phosphate receptor 1 (Homo sapiens), P21453. S1P1 CRE-bla cells, forskolin, beta-lactamase FRET, potentiator mode; S1P1 agonist co-added at EC20, 2 nM; 100% = saturating reference agonist, 0% = basal. activation, % at 9.5 µM. actives 0.57% (n = 56,000). AID 449, 2006;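 active = activation above a cutoff set at the mean activation of all tested compounds plus 3 SD, cut at about 54% in these data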;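 also: forskolin at 4 µM as EC80 and the EC20 agonist is SEW2871; 100% = SEW2871 at its EC100 plus forskolin at EC80; some compounds past the cut are filed as inactive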
# 5HT1E ag: 5-HT1E receptor agonists, primary screen, cell-based, HTS | 5-hydroxytryptamine receptor 1E (Homo sapiens), P28566 | activation, % at 6 µM | CHO 5-HT1E Ga15 NFAT-bla reporter, FRET; 0% DMSO wells, 100% control agonist wells | actives 0.69% (n = 65,000);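 active = activation above a set limit, the screen-wide mean activation plus 3 SD, cut at about 8.5% in these data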;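 also: 100% = positive control agonist at 1 µM giving full maximal response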
# Fluor 339 460: intrinsic fluorescence of library compounds, ex339/em460 – biochemical, MLSMR library, data from DPM-DC assay, artefact control, profiling panel | compound autofluorescence, ex339/em460 nm, NADH buffer; hits give high values; 1 = no-compound wells, NADH background | actives 5.5% (n = 65,000) | fluorescence fold increase at 10 µM;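 active = at 10 µM, mean starting fluorescence two-fold or more over control wells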;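 also: signal is the first read of a kinetic run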
# S1P3 agonist: human S1P3 receptor agonists, primary screen, cell-based, primary and confirmation, NFAT-BLA reporter; S1P3 NFAT-BLA reporter cells, agonism, FRET ratio; relative to 1 µM S1P, basal subtracted; activation, % at 4.5 µM; Sphingosine 1-phosphate receptor 3 (Homo sapiens), Q99500; actives 0.1% (n = 60,000);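 active = activation above the screen-wide mean plus 3 SD, cut at about 4.5% in these data, passing the limit was not always enough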; also: some compounds called inactive have numbers as strong as hits
#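 material = human S1P3 NFAT-BLA reporter CHO cells | schedule = 4 h compound at 37 °C, 2 h substrate at RT | measured by = fluorescent BLA substrate, ex 405 nm, em 460/535 nm ratio | controls = 1 µM S1P reference | replication = primary once, confirmation triplicate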
# Her2 expr inh: inhibitors of Her2 protein expression, primary screen, SKBR-3 cells, AlphaScreen, 66K library; SKBR-3 HER2 protein level, 18-24 h; hits give low values; HER2 level % of control, % at 10 µM; actives 0.69% (n = 65,000); AID 645, 2007;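 active = HER2 level under 5% of the carrier-only control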;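 also: 100% = DMSO carrier and 0% = 500 nM PU-H71 HSP90 inhibitor; lower value means stronger loss of Her2 protein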
# Target sequence (P04626 whole entry, looked up): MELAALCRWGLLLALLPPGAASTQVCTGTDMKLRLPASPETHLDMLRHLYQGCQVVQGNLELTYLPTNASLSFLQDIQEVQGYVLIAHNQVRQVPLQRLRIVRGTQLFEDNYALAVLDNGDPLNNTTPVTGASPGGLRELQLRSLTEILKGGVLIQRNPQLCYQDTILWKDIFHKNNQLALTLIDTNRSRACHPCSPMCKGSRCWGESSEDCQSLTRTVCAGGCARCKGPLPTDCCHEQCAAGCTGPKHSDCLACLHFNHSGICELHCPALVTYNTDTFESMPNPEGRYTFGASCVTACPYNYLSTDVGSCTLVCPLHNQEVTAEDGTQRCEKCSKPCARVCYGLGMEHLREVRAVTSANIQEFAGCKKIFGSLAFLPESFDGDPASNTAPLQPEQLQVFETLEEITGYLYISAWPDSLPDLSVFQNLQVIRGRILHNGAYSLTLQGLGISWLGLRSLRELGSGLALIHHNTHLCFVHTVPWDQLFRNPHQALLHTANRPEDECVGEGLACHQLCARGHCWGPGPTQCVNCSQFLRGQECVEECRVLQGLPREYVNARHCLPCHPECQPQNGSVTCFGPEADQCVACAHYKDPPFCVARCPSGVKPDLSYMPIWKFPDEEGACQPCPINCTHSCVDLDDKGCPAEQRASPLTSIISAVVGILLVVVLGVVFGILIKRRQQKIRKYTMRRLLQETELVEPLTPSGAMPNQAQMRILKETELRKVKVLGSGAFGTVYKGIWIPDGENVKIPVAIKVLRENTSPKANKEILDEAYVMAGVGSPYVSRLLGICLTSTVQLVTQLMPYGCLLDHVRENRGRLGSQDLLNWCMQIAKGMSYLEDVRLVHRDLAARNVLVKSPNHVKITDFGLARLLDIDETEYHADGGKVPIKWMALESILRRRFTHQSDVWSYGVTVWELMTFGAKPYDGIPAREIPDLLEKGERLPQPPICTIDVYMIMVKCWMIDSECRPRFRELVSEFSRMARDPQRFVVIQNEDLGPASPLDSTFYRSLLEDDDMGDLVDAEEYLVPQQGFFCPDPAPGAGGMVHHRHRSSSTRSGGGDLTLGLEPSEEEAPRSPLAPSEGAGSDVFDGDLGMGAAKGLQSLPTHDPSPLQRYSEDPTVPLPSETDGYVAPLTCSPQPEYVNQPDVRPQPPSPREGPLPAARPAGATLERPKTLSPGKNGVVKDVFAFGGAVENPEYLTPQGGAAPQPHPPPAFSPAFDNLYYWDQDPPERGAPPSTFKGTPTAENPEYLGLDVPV
# HTR1E antagonist: 5-HT1E receptor antagonists, primary screen, cell-based, HTS. 5-hydroxytryptamine receptor 1E (Homo sapiens), P28566. inhibition, % at 6 µM. CHO 5-HT1E Ga15 NFAT-bla reporter, FRET, antagonist. actives 0.99% (n = 65,000);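 active = inhibition above a set limit, the mean inhibition across every tested compound plus 3 SD, cut at about 29% in these data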;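 also: signal is the 460 over 535 nm emission ratio of beta-lactamase substrate; 0% = agonist plus DMSO wells and 100% = wells without agonist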
# 5-HT1A blocker: human 5-HT1a receptor antagonists, primary screen, cell-based, CHO, Ga15 NFAT-bla reporter; 5-hydroxytryptamine receptor 1A (Homo sapiens), P08908; CHO 5-HT1a Ga15 NFAT-bla reporter, antagonist mode; inhibition, % at 10 µM; actives 0.68% (n = 62,000); AID 612, 2007;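 active = inhibition above the mean of all tested compounds plus 3 SD, cut at about 43% in these data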;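 also: receptor stimulated by 5-CT agonist at 100 nM near EC80; beta-lactamase reporter measured by ratiometric fluorescence of a cleavable substrate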
# Abs 340nm: compound light absorbance at 340 nm, profiling panel, artefact control, biochemical, MLSMR library, data from PS, PMK, MK assays. compound absorbance at 340 nm, fold over control. fold change at 10 µM. 65,000 tested, under 10 active;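 active = at 10 µM dose, initial 340 nm absorbance at least 2 fold that of control wells; inactive = change under 2 fold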;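 also: initial absorbance extrapolated from kinetic A340 decline of NADH oxidation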
# * marks the source's active call; other numbers are inactive results; i = inactive; / = not tested or not shown; [ ] = dose if it differs, or a comment.
MMP-13 inhibitor	S1P1 ag pot	5HT1E ag	Fluor 339 460	S1P3 agonist	Her2 expr inh	HTR1E antagonist	5-HT1A blocker	Abs 340nm	molecule
-1.8	-18.2	-0.9	0.97	0.0	117.4	4.1	-5.4	1.03	O=C1NCCCC1C(=O)NCCN1C(=O)CCC1=O (configuration not stated)
1.8	-18.8	0.5	1.1	-1.5	120.5	0.7	4.3	1.04	O=C(c1ccc2nc(N3CCOCC3)sc2c1)N1CCN(C(=O)c2ccco2)CC1
-3.6	-2.0	-1.5	1.09	-0.5	100.5	-4.1	7.2	0.99	Cc1ccc(CCN2CC(C(=O)NC3CCCC3)CC2=O)cc1 (configuration not stated)
2.1	/	0.0	1.05	/	73.1	-3.7	19.9	1.02	COc1cc(/C=N/n2cnnc2)ccc1OC(=O)c1cccnc1
-5.6	/	-1.0	1.17	/	93.2	4.0	-11.1	1.07	CCn1cc(C(=O)NCCCOC)c2cc(OC)c(OC)cc2c1=O
1.0	/	0.5	1.07	/	121.8	17.8	30.4	0.99	COc1cc2c(cc1OC)C(COc1ccc(F)cc1)N(C(=O)c1ccco1)CC2 (configuration not stated)
-7.4	-21.6	1.3	2.14*	-0.5	103.5	-8.0	-8.1	1.05	CCCCNC(=O)c1cc2c(=O)n3cccc(C)c3nc2n1C
-2.3	-24.9	0.5	1.14	-0.7	84.3	12.0	-10.5	1	O=S(=O)(c1cccc(-c2nc3n(n2)Cc2ccccc2-3)c1)N1CCCC1
-2.6	-2.0	0.7	1.2	-1.3	88.5	-9.2	3.9	0.98	COc1ccc(Cl)cc1CN1CCN(c2nc(C)cc(C)c2C#N)CC1
-1.4	-3.5	-0.2	1.12	-0.2	112.7	-2.9	0.6	1.04	COC(=O)COc1ccc(S(=O)(=O)Nc2ccccc2C(=O)OC)cc1
-3.9	7.9	0.9	0.97	-0.8	87.3	-3.2	7.2	0.98	CC1C(c2ccccc2)N(C)CCC12NC(=O)NC2=O (configuration not stated)
4.6	-6.9	-0.3	1.23	-2.3	86.3	5.9	6.6	1.11	COc1ccccc1C(=O)C1Nc2ccccc2-c2nnc(SC)nc2O1 (configuration not stated)
1.1	84.3*	0.4	1.12	-1.1	55.8	-6.1	-10.7	1.03	COc1ccc(-c2noc(-c3cccc(OC)c3OC)n2)cc1OC
1.2	-21.1	2.0	1.11	-1.5	82.2	4.0	-11.7	1	CCc1nc2oc3cc(OC)ccc3c(=O)c2c(=O)n1Cc1ccco1
4.0	2.5	-0.7	1.09	-1.0	164.8	0.0	4.0	1.03	CC1=Nn2c(nnc2-c2cc(C)[nH]n2)SC1
5.2	-10.0	-1.9	1.03	-0.6	94.6	17.1	6.8	1.02	COCCN1C(=O)c2oc3ccccc3c(=O)c2C1c1ccc(O)c(OC)c1 (configuration not stated)
0.7	-1.6	-0.6	1.16	-1.1	68.8	-10.8	-3.2	1.08	COc1nnc(-c2ccc(N3CCOCC3)c(NC(C)=O)c2)c2ccccc12
4.2	10.5	-1.4	1.06	-0.5	88.1	10.3	5.2	1.04	c1ccc(Cc2nn3c(Cn4nnc5ccccc54)nnc3s2)cc1
2.0	6.9	1.0	1.11	-1.6	106.7	8.5	34.9	1.1	C=C(C)COc1ccc(-c2nc(N)ncc2Oc2ccc(OC)cc2)c(O)c1
3.6	-5.7	-0.3	1.05	-3.7	145.7	8.8	/	1	COc1ccccc1N1CCN(C(=O)c2c(C)cc(=O)oc2C)CC1
-16.0	-4.4	0.6	1.6	-0.7	106.9	-7.2	-16.6	1.01	O=C(OCC(=O)N1CCN(C(=O)c2ccco2)CC1)c1cc(-c2ccccc2)nc2ccccc12
0.8	-15.6	0.9	1.27	-1.0	108.7	-1.8	-6.3	1	CCn1c(CN2CCN(C(=O)c3ccco3)CC2)nc2c1c(=O)n(C)c(=O)n2C
-7.6	66.0*	0.3	1.06	0.0	53.8	-0.6	-4.6	1.05	COCCn1c(C)cc(C(=O)CSc2nc3ccccc3o2)c1C
5.3	/	-1.0	1.08	/	113.4	15.7	11.1	1	Cc1ccc(OCCn2c(CCCO)nc3ccccc32)cc1

# The last two compounds of the part above come first, to join the parts:
MMP-13 inhibitor	S1P1 ag pot	5HT1E ag	Fluor 339 460	S1P3 agonist	Her2 expr inh	HTR1E antagonist	5-HT1A blocker	Abs 340nm	molecule
-7.6	66.0*	0.3	1.06	0.0	53.8	-0.6	-4.6	1.05	COCCn1c(C)cc(C(=O)CSc2nc3ccccc3o2)c1C
5.3	/	-1.0	1.08	/	113.4	15.7	11.1	1	Cc1ccc(OCCn2c(CCCO)nc3ccccc32)cc1
5.9	9.6	0.1	1.04	-2.3	96.3	2.1	5.8	1.05	COc1ccccc1N1CCN(C(=O)c2cc(-c3ccc(Br)cc3)on2)CC1
1.2	/	0.3	1.03	-0.6	89.5	-3.3	14.5	1.11	[O-]/[N+](=C\c1ccc(OC(F)F)cc1)c1ccccc1
4.7	-7.5	-1.1	1.08	-0.4	171.0	16.4	8.1	0.97	CCS(=O)(=O)CCSc1nc(C)cc(C)n1
-3.5	-30.2	-0.1	1.08	-1.3	99.9	-4.4	2.3	1.01	Cn1c(=O)cc(OCC(=O)NCc2ccccn2)c2ccccc21
1.8	-29.7	0.3	1.02	-0.7	87.4	11.5	-5.4	1.03	COc1cc(OC)c(Nc2cc(C)nc3nc(C)nn23)cc1Cl
-11.9	-13.2	1.2	1.04	-1.4	70.8	14.6	2.6	1.01	COc1ccc2c(=O)c3c(=O)n(Cc4ccco4)c(C4CCCCC4)nc3oc2c1
-7.7	-3.9	0.8	1.01	-0.2	90.4	-4.8	-3.7	1.05	CC1=CC(=C2C(=O)c3ccccc3C2=O)C=C(C)O1
2.4	8.3	-0.1	1.06	0.8	60.9	-0.8	10.5	0.98	Cc1ccc(C)c(N2CCN(C(=O)c3ccccc3Br)CC2)c1
-0.5	/	-0.9	1.07	/	110.0	9.1	22.2	0.98	COc1ccccc1CNC(=O)Nc1cccs1
-8.3	-12.4	1.0	2.71*	-0.7	74.2	-3.1	-7.0	1.02	COC(=O)C1=C(NC(=O)c2ccc(C)c(C)c2)CCS1
-0.1	9.5	0.5	1.08	-0.5	104.0	6.0	-16.6	1	C=CCn1c(SCC(=O)OCc2ccccc2)nc2c1c(=O)n(C)c(=O)n2C
-0.8	-9.1	1.1	1.18	-1.5	72.1	-7.6	4.1	1	COc1ccc(N2CC(C)Cn3c2nc2c3c(=O)n(Cc3ccccc3F)c(=O)n2C)c(OC)c1 (configuration not stated)
-1.8	9.2	-0.1	1.09	-0.1	85.1	2.5	1.7	1	O=C(NCc1n[nH]c(=S)n1-c1ccccc1)c1ccc(S(=O)(=O)N2CCOCC2)cc1
0.3	23.9	-0.3	1.12	-0.4	72.4	-4.0	2.6	1.02	O=c1c2ccccc2nnn1CSc1ncnc2ccccc12
6.7	/	1.4	1.1	-2.1	100.8	6.6	9.1	1.03	O=C(CSc1nnnn1C1CC2CCC1C2)Nc1ccnc2ccccc12 (configuration not stated)
-0.3	-5.2	0.0	1.13	-1.2	104.9	-1.8	1.9	1.01	O=C(c1ccc(-c2nnc(-c3ccccc3)o2)cc1)N1CCCCCC1
-2.2	-10.6	0.6	1.1	-1.1	75.4	-7.2	17.5	1.01	CCCC(C(=O)c1ccccc1)n1cncn1 (configuration not stated)
-0.5	-1.6	-0.2	1.03	-0.4	102.5	-0.7	-15.4	1	COc1ccc(-n2c(=O)cc(N3CCc4ccccc43)[nH]c2=O)cc1
-4.4	5.5	0.2	1.1	-0.5	120.1	1.6	4.1	0.99	COc1cccc(C(=O)CSc2nc3ccccc3n2CC(=O)N2CCOCC2)c1
i[fluorescence artefact?]	-4.8	-0.1	2.32*	-0.2	99.9	-1.4	/	1.12	Cc1cc(=O)oc2c(CN3CCC(C)CC3)c(O)c(Cl)cc12
-2.6	6.1	-1.5	1.07	-1.2	106.7	11.7	8.9	1.01	CCOC(=O)c1c(C)c(C(=O)NCCOC)c(C)n1CC
3.0	-12.0	-1.3	1.11	-0.5	107.0	3.9	-1.0	1.06	COc1ccc(OC)c(C(=O)CSc2nc3cccnc3n2C)c1
-0.5	-3.1	-1.0	1.12	-0.2	96.0	-1.8	0.5	0.98	CCCC(=O)CN1C(=O)C2(OCCO2)c2ccccc21
-3.7	-2.8	1.1	1.07	-0.9	94.2	1.0	-8.1	1.05	NC(=O)c1oc2ccccc2c1NC(=O)C1CCCCC1
3.0	/	0.5	1.09	-0.5	92.0	-0.2	-12.4	1.05	CCNc1nc(OC)nc(SCC(N)=O)n1
-114.3	-26.6	0.4	1.26	-0.4	94.5	-3.1	1.1	1	N#Cc1ccc(-c2csc(NC(=O)C3CC3)n2)cc1
-10.7	-11.9	-0.3	1.09	-0.5	93.6	-3.7	-0.8	1.03	CC(C)(C)NC1=CC(=O)OC12CCCCC2
-12.9	9.0	9.5*	2.65*	-0.3	66.5	16.7	31.6	1.02	CCOc1ccc2[nH]c(=O)c(CN(Cc3cccs3)Cc3nnnn3C(C)(C)CC)cc2c1
-5.0	-32.5	0.5	1.1	-1.6	76.7	-6.0	-0.2	1.05	CCNc1nc(NC(C)C)nc(Oc2ccc(OCCOc3ccc(C)cc3)nn2)n1
-5.0	1.0	0.5	1.11	-0.3	102.4	0.0	-2.1	1	Cc1c(C(=O)O)oc2c1C(O)CC(C)(C)C2 (configuration not stated)
-5.2	0.3	0.5	1.1	-0.5	69.0	-1.8	-1.1	1	NC(=O)c1c(NC(=O)CSc2nnc(-c3ccccc3)n2CC2CCCO2)sc2c1CCC2 (configuration not stated)
0.0	7.3	-1.2	1.06	-0.1	100.7	16.0	6.9	1	Oc1c(CN2CCOCC2)cc(-c2ccccc2)cc1CN1CCOCC1
2.8	/	0.6	1.1	/	78.3	-2.0	-6.6	1.07	CCn1c(=NC(=O)CSCC(=O)Nc2nccs2)sc2ccccc21
2.5	-5.4	0.1	0.93	0.1	96.7	-5.7	-12.4	1.04	O=C1CC(N2CCN(c3ccccc3)CC2)C(=O)N1CCc1ccccc1 (configuration not stated)
-1.7	15.3	-1.6	1.07	0.5	99.1	10.3	6.6	0.99	COC(=O)CSc1nnc(CNC(=O)c2cccs2)n1-c1cc(OC)ccc1OC
-0.2	-19.1	-1.0	1.07	0.0	89.2	-7.9	4.1	1	O=C(NCc1cccs1)c1cc2ccccc2o1
-18.6	-13.4	2.8	1.28	-0.2	73.5	0.7	21.0	1.04	CCCCOC(=O)Nc1nnc(-c2ccccc2OC)s1
-3.3	-2.7	-0.3	1.1	0.2	79.3	-2.6	-12.5	1.03	CC(=O)CSc1ncnc2c1oc1ccccc12

# High-throughput results (PubChem)

# No enrichment for hits; about 8.5% have a hit in one of these screens.
